# JMJD2A Tudor inh: blocks the human JMJD2A Tudor domain; 390,000 tested, 4.4% active; AlphaScreen JMJD2A-Tudor / H3K4me3 peptide binding; Potency, µM (series often up to 114 µM), for inactives: top-dose activity change, negative = inhibition, most hits filed as inhibitors; O75164; also: potency is read from the fitted curve at half-maximal effect; % is scaled to controls: 0 for no effect and ±100 for the full control effect; nearly all actives have a fitted effect of over 50% in size
# HP1b chromo inh: inhibitors of HP1-beta chromodomain binding to methylated histone tails. P83916. AlphaScreen HP1-beta / biotin-H3K9me3 peptide binding. Potency, µM (highest dose often 114 µM), for the others: at the top dose activity change, negative = inhibition, actives largely listed as inhibitors. 390,000 tested, 0.56% active. AID 540317; also: potency is read from the fitted curve at half-maximal effect; nearly all actives have a fitted effect of over 70% in size; inactives centre near 23
#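 Compound inhibition of the preformed complex between 50 nM HP1-beta and 50 nM biotinylated H3K9me3 peptide was read by AlphaScreen. Buffer was PBS pH 7.4 with 0.01% Tween-20. Incubations ran 30 min at room temperature, with 10 ug/mL donor/acceptor beads.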
# BAZ2B block: blocks human BAZ2B; AlphaScreen BAZ2B-H3K14Ac peptide displacement; Potency, µM (titrated, usually from 114 µM), without a hit: top-dose activity change, negative = inhibition, usual class: inhibitors; Q9UIF8; 360,000 tested, 4.4% active; also: potency is read from the fitted curve at half-maximal effect; % is scaled to controls: 0 for no effect and ±100 for the full control effect; nearly all actives have a fitted effect of over 60% in size
#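 Multi-concentration screen (max 110 uM) measuring displacement of acetylated histone H3 peptide from BAZ2B by AlphaScreen, using 50 nM protein, 50 nM peptide and 10 ug/mL streptavidin donor plus Ni-chelate acceptor beads.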
# Pin1 inh: human Pin1 inhibition | Potency, µM (titrated, usually from 115 µM), without a hit: at the top dose activity, negative = inhibition, usual class: inhibitors | Q13526 | Pin1 FP peptide displacement, HiFluor488, 10 min | 390,000 tested, 0.009% active; active = well fitted inhibition curve with a large enough effect in the polarisation, with a control signal flat, not every such curve was filed as active; inconclusive = small, poorly fitted or top-dose-only effect, or effect the other way, or a change in a side signal; inactive = no such curve, though single readings can be large or run the other way; the % refers to the polarisation; also: potency is read from the fitted curve at half-maximal effect; % is scaled to controls: 0 for no effect and ±100 for the full control effect
# Target sequence (Q13526 whole entry, looked up): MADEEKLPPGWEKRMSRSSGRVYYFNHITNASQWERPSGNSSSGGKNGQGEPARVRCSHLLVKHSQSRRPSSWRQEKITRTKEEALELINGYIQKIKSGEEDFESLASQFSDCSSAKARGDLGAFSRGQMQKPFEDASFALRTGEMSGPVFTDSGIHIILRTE
# GLS inhibitor: blocks human kidney-isoform glutaminase activity. 410,000 tested, 0.21% active. GLS enzymatic activity, qHTS titration. O94925. Potency, µM (series often up to 45.5 µM), without a hit: at the top dose activity change, negative = inhibition, actives largely listed as inhibitors; also: potency is read from the fitted curve at half-maximal effect; % is scaled to controls: 0 for no effect and ±100 for the full control effect
#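 hKGA in 45 mM KH2PO4 (pH 8.2), 0.02% Tween-20 with compound, then 1mM L-Glutamine (stock as added) plus glutamate oxidase/HRP/Amplex red coupling mix. Fluorescence read initially and after 30 min at RT; signal change reflects glutamate formation.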
# G9a block: blocks human histone lysine methyltransferase G9a; G9a H3K9 monomethylation, AlphaScreen, 2 h; 350,000 tested, 8.8% active; AID 504332; Q96KQ7; Potency, µM (titrated, usually from 102 µM), without a hit: top-dose activity, negative = inhibition, usual class: inhibitors; also: potency is read from the fitted curve at half-maximal effect; % is scaled to controls: 0 for no effect and ±100 for the full control effect; nearly all actives have a fitted effect of over 75% in size
# Target sequence (Q96KQ7 913-1193 limits assumed): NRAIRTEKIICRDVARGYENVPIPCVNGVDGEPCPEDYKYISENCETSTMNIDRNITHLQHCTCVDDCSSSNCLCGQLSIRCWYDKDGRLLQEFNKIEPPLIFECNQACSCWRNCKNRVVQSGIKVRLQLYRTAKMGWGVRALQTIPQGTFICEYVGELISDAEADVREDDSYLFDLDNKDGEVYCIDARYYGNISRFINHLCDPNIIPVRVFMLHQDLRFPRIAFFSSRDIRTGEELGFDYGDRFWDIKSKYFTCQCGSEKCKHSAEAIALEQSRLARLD
#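 Using a bead-based AlphaScreen, monomethylated H3K9 product from 2 h room-temperature reactions (G9a 20 nM, peptide 500 nM, SAM 20 uM) was detected with 0.5 ug/mL rabbit anti-H3K9me1 antibody.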
# PI4K2A inh: inhibitors of human PI4K2A; 420,000 tested, 0.13% active; Q9BTU6; AID 1346378; purified PI4K2A, ADP-Glo luminescence, 1 h; hits give low values; activity change, negative = inhibition, % at 76.9 µM; in the data active = activity change below about -50%; inconclusive = mostly about -30% to -49%;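 also: -100% = wells without enzyme as full effect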
# Target sequence (Q9BTU6 whole entry, looked up): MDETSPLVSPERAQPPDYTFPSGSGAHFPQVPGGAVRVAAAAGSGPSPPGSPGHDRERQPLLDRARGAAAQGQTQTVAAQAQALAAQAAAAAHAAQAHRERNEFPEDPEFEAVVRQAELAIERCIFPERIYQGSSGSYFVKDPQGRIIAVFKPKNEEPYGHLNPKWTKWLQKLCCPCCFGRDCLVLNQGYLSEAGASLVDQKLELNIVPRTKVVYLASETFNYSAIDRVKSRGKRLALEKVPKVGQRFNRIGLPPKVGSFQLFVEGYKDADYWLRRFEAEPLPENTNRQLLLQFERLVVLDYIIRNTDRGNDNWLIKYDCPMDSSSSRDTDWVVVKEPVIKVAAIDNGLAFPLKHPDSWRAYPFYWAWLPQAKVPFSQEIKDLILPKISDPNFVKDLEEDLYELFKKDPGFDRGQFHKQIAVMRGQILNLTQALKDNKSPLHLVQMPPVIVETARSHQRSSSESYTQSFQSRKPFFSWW
#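 Compounds are screened against recombinant PI4K2A using PI as substrate and ATP, the latter dispensed at 300 microM. Reactions run one hour at ambient temperature before ADP-Glo detection; full inhibition defined by wells lacking enzyme.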
# Pol eta inh: inhibitors of human DNA polymerase eta; Q9Y253; recombinant Pol eta, fluorescent DNA replication assay; Potency, µM (highest dose often 114 µM), for inactives: at the highest dose activity change, negative = inhibition, most hits filed as inhibitors; 390,000 tested, 1.2% active; also: potency is read from the fitted curve at half-maximal effect; % is scaled to controls: 0 for no effect and ±100 for the full control effect
#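 Pol eta at 10 nM preincubated with compounds 15 min at room temperature; reaction started with fluorescent substrate (50 nM final) and read kinetically at 0 and 10 min.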
# PGK inhibitor: blocks T. brucei phosphoglycerate kinase; Potency, µM (highest dose often 57.5 µM), for inactives: top-dose activity change, negative = inhibition, most hits filed as inhibitors; 380,000 tested, 0.043% active; P07378; PGK/GAPDH coupled, Kinase-Glo luminescence, 60 min; AID 602233; also: potency is read from the fitted curve at half-maximal effect; % is scaled to controls: 0 for no effect and ±100 for the full control effect; nearly all actives have a fitted effect of over 60% in size
#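 Luminescent ATP detection (Kinase-Glo Plus) follows a 60-minute room-temperature incubation, with wells lacking PGK as controls. Buffer: 100 mM TEA (pH 7.6), 5 mM MgCl2, 0.01% Tween-20. Coupling enzyme GAPDH (100 nM final) supplies unstable 1,3-BPG in-well.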
# Numbers without * were called inactive; i = inactive; ? = inconclusive; . = not tested or not shown; & = joins results of further samples; [ ] = another dose, or the depositor's remark. Unless noted, calls follow the shape of the dose curve; as a rule, active = well fitted curve in the direction sought with a large enough effect; inconclusive = small, poorly fitted or top-dose-only effect, or another doubt; inactive = no such curve, though single readings can be large; an effect the other way counts as inactive or inconclusive. This is a subset, so the mix of outcomes need not match the whole.
1) CCN=C1S/C(=C\c2cc(Cl)c(OC)c(OC)c2)C(=O)N1CC
2) COc1cccc(C2/C(=C(/O)c3cnn(-c4ccccc4)c3C)C(=O)C(=O)N2CCN(C)C)c1 (centres undefined)
3) Cc1ccc(C(OCC(O)CNC(C)c2ccccc2)c2ccccc2)cc1 (centres undefined)
4) O=[N+]([O-])c1ccc(N/N=C2\CC3CC=CC23)cc1 (centres undefined)
5) Nc1ccc(Cl)c(NC(=O)c2cccs2)c1
6) COc1ccc(C(=O)N/C(=C\c2ccc3c(c2)OCO3)C(=O)N2CCOCC2)cc1
7) Brc1ccc(-c2nc(-c3cccnc3)no2)o1
8) CC(C)(C)Nc1nc(Cl)nc(NC2CCCCC2)n1

compound no.	1	2	3	4	5	6	7	8
JMJD2A Tudor inh	14.1%	-17.2%	1.26µM*	?	2.3%	-13.6%	1.6%	9.0%
HP1b chromo inh	4.4%	23.0%	?	16.2%	28.6%	22.5%	42.1%	15.2%
BAZ2B block	-2.8%	1.6%	39.8µM*	?	-0.9%	2.9%	4.3%	4.0%
Pin1 inh	-9.7%	-9.1%	-3.3%	27.1%	0.0%	0.0%	-0.2%	-3.1%
GLS inhibitor	15.3%	2.4%	13.1%	3.8%	-5.2%	5.6%	1.4%	-1.3%
G9a block	-11.8%	?	8.91µM*	44.7µM*	2.3%[12.7 µM]	?	-30.7%	12.1%
PI4K2A inh	-1.5	-5.8	2.2	3.6	-13.4	-2.5	-2.4	9.2
Pol eta inh	-7.9%	-19.1%	-24.2%	-0.1%	-12.9%	-12.5%	-7.7%	-14.8%
PGK inhibitor	-17.2%	3.3%	i	4.5%	4.4%	-6.6%	0.3%	-3.6%

# From no. 1 up to 2, as listed above:
1) CCN=C1S/C(=C\c2cc(Cl)c(OC)c(OC)c2)C(=O)N1CC
2) COc1cccc(C2/C(=C(/O)c3cnn(-c4ccccc4)c3C)C(=O)C(=O)N2CCN(C)C)c1 (centres undefined)

compound no.	1	2
JMJD2A Tudor inh	14.1%	-17.2%
HP1b chromo inh	4.4%	23.0%
BAZ2B block	-2.8%	1.6%
Pin1 inh	-9.7%	-9.1%
GLS inhibitor	15.3%	2.4%
G9a block	-11.8%	?
PI4K2A inh	-1.5	-5.8
Pol eta inh	-7.9%	-19.1%
PGK inhibitor	-17.2%	3.3%

# Following part:
9) CCN(CC(=O)Nc1ccc(NC(C)=O)cc1)C(=O)c1ccc2c(c1)OCO2
10) CCOC(=O)c1c(NC(=O)CC2SC(N)=NC2=O)sc2c1CCCC2 (centres undefined)
11) COc1cc(OC)nc(/N=C/NO)n1
12) COc1cccc(CNc2cnc3ccccc3c2)c1O
13) CCOc1ccc(NS(=O)(=O)c2ccc(C(=O)NNC(=O)c3ccccc3O)cc2)cc1
14) O=C(CSc1nnnn1-c1ccccc1)NC(=O)NCc1ccco1
15) COc1ccc(CCNC(=O)CSc2n[nH]c(N)n2)cc1
16) CN1CCN(c2ccc(NC(=O)c3ccccc3Br)cc2)CC1

compound no.	9	10	11	12	13	14	15	16
JMJD2A Tudor inh	2.7%	-16.3%	-11.5%	-7.0%	-26.9%	?	-4.9%	-15.5%
HP1b chromo inh	21.2%	1.5%	12.0%	29.6%	10.8%	-10.0%	2.7%	22.9%
BAZ2B block	9.6%	-22.1%	2.0%	9.3%	11.0%	?	1.2%	-13.6%
Pin1 inh	-3.7%	-0.9%	2.5%	-8.7%	8.4%	?	5.3%	-5.0%
GLS inhibitor	-3.6%	-1.2%	18.3%	0.5%	22.2%	5.9%	15.2%	-1.9%
G9a block	-6.6%[12.7 µM]	8.8%	4.6%	?	-3.7%[0.501 µM]	-9.0%[12.7 µM]	-50.3%	?
PI4K2A inh	-8.6	0.5	-5.0	-4.1	-18.0	-8.5	1.1	-2.2
Pol eta inh	-9.1%	-13.0%	-0.4%	-20.0%	-2.6%	8.91µM*	11.0%	-14.8%
PGK inhibitor	7.0%	.	-2.5%	-6.7%	4.4%	-3.4%	-3.8%	-13.1%

17) CC(C)C[C@H]1CN=C(Nc2ccccc2)N1CCc1ccc(F)cc1
18) CC(C)(C)c1ccccc1OCCCCCn1ccnc1
19) CCCCN1C(=O)c2ccc(C(=O)NC3=NCCS3)cc2C1=O
20) O=C1COc2ccc(C(=O)CSc3nnc(Cc4cccs4)n3-c3ccccc3)cc2N1
21) CC1(C)c2[nH]c3ccccc3c2C[C@@H]2C(=O)N(Cc3ccccc3)C(=O)N21
22) O=C1c2cccnc2-c2ncccc21
23) Nc1nc(-c2ccc(Cl)cc2)cc(C(F)(F)F)n1
24) COc1ccc(/C=N/NC(=O)c2sccc2C)c2ccccc12

compound no.	17	18	19	20	21	22	23	24
JMJD2A Tudor inh	-13.2%	2.82µM*	-25.3%	3.1%[57.1 µM]	?	-5.5%	18.8%	6.6%
HP1b chromo inh	15.9%	?	28.8%	18.2%	-6.1%	20.8%	26.0%	28.4%
BAZ2B block	2.7%	17.8µM*	-24.6%	1.9%	.	1.6%	-0.2%	.
Pin1 inh	-4.9%	0.7%	0.8%	7.1%	-15.7%	1.2%	-9.2%	1.3%
GLS inhibitor	-0.5%	?	7.1%	3.5%	1.8%	7.4%	-5.3%	1.3%
G9a block	1.7%[2.33 µM]	?	-3.3%[59 µM]	79.4µM*	.	.	?	.
PI4K2A inh	3.8	2.1	-6.4	4.2	-1.2	2.9	1.5	0.5
Pol eta inh	-12.1%	-26.7%	-12.5%	-13.5%	-12.0%	-9.3%	-1.5%	-12.2%
PGK inhibitor	0.7%	i	-1.1%	4.0%	-2.1%	-3.2%	-10.6%	-5.7%

25) O=C(N=NC(=O)c1ccc2c(O)n(C3CCCCC3)c(O)c2c1)c1cccnc1
26) O=[N+]([O-])c1ccccc1S(=O)(=O)Nc1cccc2cccnc12
27) COc1ccc(NC(=O)C2CCCN(c3ncnc4onc(C)c34)C2)cc1OC (centres undefined)
28) COc1ccc(C)cc1S(=O)(=O)N1CCCC(N2CCOCC2)C1 (centres undefined)
29) COc1ccc(C(=O)Nc2cc(S(=O)(=O)N3CCCCC3)ccc2OC)cc1
30) Cc1ccc(-n2c(=O)c3c(c4cc(C)ccc4n3C)n(CC(=O)NCc3ccccc3)c2=O)cc1
31) Cc1sc2ncnc(Nc3ccc(O)cc3)c2c1C
32) COc1ccc(S(=O)(=O)Nc2ccc(-n3cnnn3)cc2)cc1[N+](=O)[O-]

compound no.	25	26	27	28	29	30	31	32
JMJD2A Tudor inh	1.3%	56.2µM*	-16.0%	-4.0%	-16.8%	-14.5%	?	-20.5%
HP1b chromo inh	36.0%	-8.8%&-8.6%	55.4%[activator]	29.0%	32.6%[activator]	13.0%	-1.4%	24.3%
BAZ2B block	-10.2%	25.1µM*	2.5%	-0.6%	5.2%	-0.5%	-13.1%	-7.8%
Pin1 inh	-0.9%	2.7%&0.1%&1.5%	-10.7%	6.1%	-2.1%	0.1%	-0.6%	6.5%
GLS inhibitor	16.2%	0.0%	-5.1%	-0.3%	-6.0%	1.4%	?	2.1%
G9a block	-6.1%[0.501 µM]	.	-37.6%[59 µM]	.	0.2%[59 µM]	-15.4%[59 µM]	.	19.8%[12.7 µM]
PI4K2A inh	1.9	-6.4	-5.7	7.2	3.9	2.9	-6.6	-2.2
Pol eta inh	-4.2%	-1.1%	-16.6%	-15.0%	-11.3%	-6.9%	-1.8%	3.1%
PGK inhibitor	-10.5%	-0.5%	-12.4%	i	i	2.8%	-7.1%	i

33) CC(C)(O)C#Cc1ccc(C(=O)N2CCCC(CCC(=O)NCc3ccccc3F)C2)cc1 (centres undefined)
34) Cc1cc2cc3c(=O)[nH]c(=O)cc-3n(CC(O)C(O)C(O)CO)c2cc1C (centres undefined)
35) O=C(CCN1c2ccccc2Sc2ccccc21)OCc1nnc(-c2ccccc2)o1
36) COc1cc(CNC(=O)OCC(C)C)cc(OC)c1OC
37) COc1ccc2nc(NC(=O)c3cccnc3SC)sc2c1
38) Cc1nc2c(C(=O)NCCc3ccc(Cl)cc3)c[nH]n2c(=O)c1Cc1ccc(Cl)cc1
39) COc1ccc(C2CC(c3ccc(OC)cc3)n3nc(NC(=O)c4cccs4)nc3N2)cc1 (centres undefined)
40) COc1cc(-c2nnc(SCC(=O)Nc3ccc(C(=O)O)cc3)o2)cc(OC)c1OC

compound no.	33	34	35	36	37	38	39	40
JMJD2A Tudor inh	-4.8%	.	-8.2%	1.6%	1.4%	?	-27.3%	-18.2%
HP1b chromo inh	22.1%	.	26.3%	33.3%	56.3%[activator]	21.3%	15.0%	-3.8%
BAZ2B block	-3.6%	.	0.6%	4.5%	4.6%	-28.1%	-0.6%	.
Pin1 inh	-1.2%	.	25.7%	3.4%	0.1%	.	3.3%	-2.3%
GLS inhibitor	7.6%	-4.0%	23.2%	-0.5%	0.0%	11.2%	2.1%	-7.9%
G9a block	.	.	-7.4%[59 µM]	14.0%[59 µM]	-11.7%[59 µM]	23.2%[59 µM]	.	.
PI4K2A inh	-1.6	-1.3	2.4	9.0	-2.0	4.3	-10.0	-3.2
Pol eta inh	7.8%	?	-12.9%	-6.5%	-22.8%	89.1µM*	-9.0%	-12.6%
PGK inhibitor	-3.5%	-3.5%	i	i	-10.8%	7.5%	3.4%	-6.1%

# An excerpt from above, reduced to GLS inhibitor and PI4K2A inh:
entry | Compound | GLS inhibitor | PI4K2A inh
33 | CC(C)(O)C#Cc1ccc(C(=O)N2CCCC(CCC(=O)NCc3ccccc3F)C2)cc1 (centres undefined) | 7.6% | -1.6
21 | CC1(C)c2[nH]c3ccccc3c2C[C@@H]2C(=O)N(Cc3ccccc3)C(=O)N21 | 1.8% | -1.2

# Screening data: PubChem BioAssay, National Center for Advancing Translational Sciences (NCATS)
